MITF primary = MITF inhibitors, primary screen, biochemical, AlphaScreen, human; Microphthalmia-associated transcription factor (Homo sapiens), O75030; AlphaScreen MITF homodimerization, bead proximity signal; inhibition, % at 2.6 µM; 650,000 compounds, 0.91% hits; AID 1259374, 2018; in the data active = inhibition above about 50%;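 also: 0% = vehicle wells with protein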
TEAD-YAP inh = TEAD-YAP interaction inhibition, primary screen, TEAD-YAP interaction inhibitor project, luminescence, HEK-TIYL cells; inhibition, % at 9.12 µM; TEAD-Gal4/YAP UAS-luciferase luminescence; 640,000 compounds, 1.4% hits; in the data active = inhibition above about 32%;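 also: 0% = median of test compound wells and 100% = reference inhibitor wells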
GPR151 ag = activators of human GPR151, primary screen, cell-based, PathHunter beta-arrestin, luminescence; G-protein coupled receptor 151 (Homo sapiens), Q8TDV0; PathHunter beta-arrestin GPR151 cells; activation, % at 11.2 µM; 650,000 compounds, 1% hits; AID 1508602, 2020; in the data active = activation above about 4.9%;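 also: 0% = median of compound wells and 100% = cells with positive control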
FBW7 act = FBW7 E3 ligase activators, primary screen, biochemical, AlphaScreen, human. AlphaScreen FBW7–phospho-cyclin E peptide binding, activator screen. normalized activity (activation), % at 26.1 µM. 650,000 compounds, 0.13% hits. AID 1259310, 2017; in the data active = normalized activity above about 1.9%;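 also: purified mutant Fbw7 with reduced substrate affinity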
Target sequence (Q969H0 whole entry, looked up): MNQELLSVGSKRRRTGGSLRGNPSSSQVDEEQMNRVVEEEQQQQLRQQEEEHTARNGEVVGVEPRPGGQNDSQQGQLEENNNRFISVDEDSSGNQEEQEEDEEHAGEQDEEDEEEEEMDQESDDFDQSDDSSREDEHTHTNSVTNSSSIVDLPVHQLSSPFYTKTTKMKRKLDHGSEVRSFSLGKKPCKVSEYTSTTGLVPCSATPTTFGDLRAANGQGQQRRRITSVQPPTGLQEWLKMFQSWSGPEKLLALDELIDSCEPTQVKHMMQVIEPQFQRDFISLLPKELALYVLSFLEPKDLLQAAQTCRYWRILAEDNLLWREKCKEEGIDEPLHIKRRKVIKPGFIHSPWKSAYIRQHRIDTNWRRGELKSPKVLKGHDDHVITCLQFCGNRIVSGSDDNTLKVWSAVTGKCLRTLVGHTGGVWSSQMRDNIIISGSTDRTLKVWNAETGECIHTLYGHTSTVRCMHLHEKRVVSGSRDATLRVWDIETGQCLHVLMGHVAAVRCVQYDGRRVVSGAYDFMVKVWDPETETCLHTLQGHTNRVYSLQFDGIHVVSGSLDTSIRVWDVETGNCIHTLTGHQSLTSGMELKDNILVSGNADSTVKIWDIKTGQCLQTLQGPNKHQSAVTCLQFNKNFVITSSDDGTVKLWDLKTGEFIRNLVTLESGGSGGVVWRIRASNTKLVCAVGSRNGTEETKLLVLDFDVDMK
* hit, by the source's call; . = no result given; & = joins results of further samples. Some of the compounds tested; count on the stated rates, not on these rows.

SMILES	MITF primary	TEAD-YAP inh	GPR151 ag	FBW7 act
Cc1nc2ccc(I)cc2c(=O)n1-c1ccc(C(=O)O)cc1	8	-6	1.8	-0.1
CCCNC(=O)c1ccc(N2CC3CC(C2)c2cccc(=O)n2C3)c([N+](=O)[O-])c1 (centres undefined)	8	-5	0.4	0.1
O=[N+]([O-])c1ccc(N2CCCCC2)c2nonc12	10	1	0.0	-0.1
CC(C)[C@]12O[C@H]1[C@@H]1O[C@]13[C@]1(O[C@H]1C[C@H]1C4=C(CC[C@@]13C)C(=O)OC4)[C@@H]2O	3	90*	1.0	0.0
Cc1ccc(-n2c(/C=C/c3ccc(N(C)C)cc3)nc3ccc(I)cc3c2=O)cc1	10	1	1.6	-0.1
COC(=O)c1cncn1C(C)c1ccccc1 (centres undefined)	0	3	1.3	-0.3
CCCC12CN3CCN(C1)CC(CCC)(C3)C2=O	12	-1	0.3	0.0
O=C(NC1CN2CCC1CC2)c1ncoc1-c1ccccc1 (centres undefined)	1	-2	0.3	-0.1
COc1ccc(CNCCc2ccccc2OC)cc1	44	2	1.1	0.1
O=C(CN1CCN(C(=O)COc2ccccc2F)CC1)c1cccs1	51*	12	2.1	-0.2
CCOC(C(=O)O)(c1ccccc1)c1ccccc1	10	2	0.9	0.2
C=CCN1C(=O)C2(C(C#N)=C(N)OC(C)=C2C(=O)OC(C)C)c2ccccc21 (centres undefined)	5	-6	-0.4	0.0
COc1ccc(CNCCc2ccc3c(c2)OCO3)cc1OC	39	3	0.4	0.0
Cc1ccc(-c2nc3ccccc3c(=O)n2-c2cccc(O)c2)cc1	12	-3	-3.2	0.1
NC(=O)Nc1cccc(C(F)(F)F)c1	5	-27	3.2	0.1
Cc1nn(CCC#N)c2c1P(=S)(N1CCCCC1)OC(c1ccc(F)cc1)=N2 (centres undefined)	11	6	1.5	0.1
O=[N+]([O-])c1cccc(CN2CCN(Cc3ccc(F)cc3)CC2)c1	66*	5	-0.2	0.1
O=[N+]([O-])c1cccc(CN2CCN(c3ccc(F)cc3)CC2)c1	45	-4	1.7	0.0
CC(Cc1ccccc1)[n+]1cc(/N=C(\[O-])Nc2ccc(Br)cc2)on1 (centres undefined)	9	4	-1.0	-0.2
CC1Cc2ccccc2N1P(=O)(N(C)C)N(C)C (centres undefined)	0	2	2.2	-0.1
COc1cccc(CCNCc2cc(OC)cc(OC)c2)c1	55*	-3	-1.7	0.2
CC(=O)c1ccc(OC(NC(=O)C(C)C)C(Cl)(Cl)Cl)cc1 (centres undefined)	9	8	0.9	-0.1
CC(=O)C(c1ccccc1)c1ccccc1	2	4	-1.5	0.1
O=c1[nH]c(=S)[nH]c(O)c1C(c1ccccn1)c1c(O)[nH]c(=S)[nH]c1=O	34	5	0.4	-0.6
C=CCC1(c2ccccc2)C(=O)NC(=O)NC1=O	3	12	-0.3	0.1

Random excerpt: 5 compounds from above.
SMILES	MITF primary	TEAD-YAP inh	GPR151 ag	FBW7 act
CC(Cc1ccccc1)[n+]1cc(/N=C(\[O-])Nc2ccc(Br)cc2)on1 (centres undefined)	9	4	-1.0	-0.2
Cc1ccc(-n2c(/C=C/c3ccc(N(C)C)cc3)nc3ccc(I)cc3c2=O)cc1	10	1	1.6	-0.1
Cc1nn(CCC#N)c2c1P(=S)(N1CCCCC1)OC(c1ccc(F)cc1)=N2 (centres undefined)	11	6	1.5	0.1
COc1ccc(CNCCc2ccccc2OC)cc1	44	2	1.1	0.1
Cc1ccc(-c2nc3ccccc3c(=O)n2-c2cccc(O)c2)cc1	12	-3	-3.2	0.1

The results go on:
SMILES	MITF primary	TEAD-YAP inh	GPR151 ag	FBW7 act
Cc1ccc(C2C(C#N)=C(N)Oc3c2c(=O)oc2ccccc32)cc1 (centres undefined)	2	9	-0.2	0.0
CC1CN(C2(n3nnc4ccccc43)CCC(C(C)(C)C)CC2)CC(C)O1 (centres undefined)	4	12	-0.9	1.2
Cc1cc(O)c(C(=O)Nc2ccccc2)c(=O)n1Cc1ccccn1	12	3	-0.5	0.1
O=c1c2ccccc2nc(Cc2ccccc2)n1-c1ccccc1O	1	3	1.4	0.1
OC1(c2ccc(F)cc2)CC2CCC(C1)N2Cc1ccccn1 (centres undefined)	3	1	-0.1	0.4
CC(C)C[C@@H]1NC(=O)[C@H]2CNCCN2C1=O	7	-6	-0.2	-0.1
CCOC(=O)C1=C(N)OC2=C(C(=O)CC(C)(C)C2)C12C(=O)Nc1ccc(Br)cc12 (centres undefined)	10	4	2.9	-0.2
COc1ccc(F)c(CN2CCN(C(C)C)C(CCO)C2)c1 (centres undefined)	6	7	-1.7	0.1
O=C(N/N=C1/CN2CCC1CC2)c1cccc(O)c1	-20	-11	-0.6	-0.1
O=c1cccc2n1CC1CC2CN(Cc2ccccc2)C1 (centres undefined)	-10	-9	0.1	0.0
Cc1c(C=C2C(=O)N(C)C(=O)N(C)C2=O)c(=O)n(-c2ccccc2)n1C	-5	-1	0.6	-0.2
c1cc2n(c1)-c1c(ccc3c1OCO3)CNC2c1ccc2c(c1)OCO2 (centres undefined)	3	-13	-1.2	-0.1
Cc1[nH]c2c(C)ccc(F)c2c1CCN	-9	-19	2.6	0.1
CCOC(=O)c1nc2ccccc2c(=O)n1-c1ccc(C)cc1	2	-18	-1.3	0.0
O=[N+]([O-])c1ccc(N2CCOCC2)c2ncccc12	25	-11	0.1	-0.2
COc1ccc(CN2CCN(Cc3cccc(C)c3)CC2)cc1Br	70*	0	-1.3	-0.3
Cc1cc(O)c(C(=O)Nc2cccc(Cl)c2)c(=O)n1CC1CCCO1 (centres undefined)	-1	2	1.0	0.0
Nc1c(C(=O)NCc2cccs2)c2nc3ccccc3nc2n1Cc1ccccc1	-20	18	0.4	-0.3
O=c1cccc2n1CC1CC2CN(Cc2c(Cl)cccc2Cl)C1 (centres undefined)	3	-17	0.0	-0.2
CNC(=O)c1c(O)n(C)c(=O)n(C)c1=O	-6	-5	-0.3	-0.4
Cc1nc2ccccn2c1CN1CCNCC1	-18	-7	-0.3	0.0
CC(C)(C)c1ccc(S(=O)(=O)N2CC3CC(C2)c2cccc(=O)n2C3)cc1 (centres undefined)	4	2	1.9	0.0
Oc1ccc(CN2CCN(c3ccc(Cl)cc3)CC2)cc1	11	-3	2.4	-0.4
CCNCC(O)c1cccc(OC(=O)c2ccccc2C)c1 (centres undefined)	7	0	-1.0	0.0
O=P(Nc1cccnc1)(c1ccccc1)c1ccccc1	12	9	0.3	0.3

Whole records, looked up by structure.
CCOC(=O)C1=C(N)OC2=C(C(=O)CC(C)(C)C2)C12C(=O)Nc1ccc(Br)cc12 (centres undefined) is entered as MITF primary: 10; TEAD-YAP inh: 4; GPR151 ag: 2.9; FBW7 act: -0.2
CCOC(=O)c1nc2ccccc2c(=O)n1-c1ccc(C)cc1 is entered as MITF primary: 2; TEAD-YAP inh: -18; GPR151 ag: -1.3; FBW7 act: 0.0

(continued)
SMILES	MITF primary	TEAD-YAP inh	GPR151 ag	FBW7 act
O=c1c2ccccc2nc(/C=C/c2ccccc2[N+](=O)[O-])n1-c1cccc(O)c1	6	7	-0.3	-0.2
c1ccc2c(c1)[nH]c1cnccc12	-9&13	-2&12	0.7&-2.0	-0.1&0.1
Oc1cc(Cl)ccc1Oc1ccc(Cl)cc1Cl	7&-5&5	8	2.6&2.4&1.1	-0.1&0.1&0.1
COc1ccc2cc(-c3nc4ccccc4[nH]3)c(=N)oc2c1	-15	65*	-8.9	0.2
CC1(C)CC2=NN(c3ccccc3)P(=S)(Nc3nccs3)C2=C(N2CCCC2)C1 (centres undefined)	4	6	1.5	0.0
Cc1ccc(-n2c(/C=C/c3ccc(F)cc3)nc3ccccc3c2=O)cc1	20	-1	-0.5	-0.1
O=C1CC(=O)N(c2cccc(Cl)c2)C(=S)N1	15	0	1.3	0.3
CCNC(=O)N(c1ccc2c(c1)CCN2S(C)(=O)=O)C1CCN(C)CC1	13	0	-0.5	0.0
C(=NC12CN3CN(CN(C3)C1)C2)c1cccnc1	-3	-11	-0.4	0.1
C=CCOc1cccc(CNCCc2ccccc2)c1	9	0	0.7	-0.2
Nc1ccc(Br)cc1C(=O)c1ccccc1F	12	-7	0.3	0.1
CCc1c(C(=O)OC)ncc2[nH]c3cc(OC)c(OC)cc3c12	1	-11	1.9	0.0
C=CCC1(CC=C)C(=O)NC(=O)N(Cc2ccccc2)C1=O	-4	2	0.1	-0.2
COc1cc(OC)cc(C(=O)Nc2ccc([N+](=O)[O-])cc2C(=O)c2ccccc2)c1	11	5	-2.0	0.0
Cc1cccc(OCC(=O)N2CCN(Cc3ccccc3)CC2)c1C	13	-1	-0.7	-0.3
COc1ccc(CN2CCN(c3ccccc3OC)CC2)c(O)c1	11	1	-1.0	0.1
O=c1[nH]c(=S)[nH]c(O)c1/C=C1\C=c2ccccc2=N1	14	1	0.9	0.0
O=C1C2CCCN2C(c2ccccc2)N1c1ccccn1 (centres undefined)	6	-5	0.4	-0.1
Cc1[nH]c2cc3c(C(F)(F)F)cc(=O)[nH]c3cc2c1C	3	32	3.1	0.0
C[C@@H]1OC(=O)[C@H]2C[C@H]3CCCC[C@@H]3[C@@H](/C=C/[C@H]3CCC[C@H](C)N3C)[C@@H]12	6	7	1.8	0.0
CCCCC/C=C\C/C=C\C/C=C\C/C=C\CCCC(=O)O[C@H](COC(=O)CCCCCCCCCCCCCCCCC)COP(=O)(O)OCC[N+](C)(C)C	4	.	-2.2	.
CN1CCN(C(=O)Cc2cccc3ccccc23)CC1	10	1	0.5	0.0
CC[n+]1c(/C=C(/C)SC)sc2ccc(OC)cc21 (tested in a mixture with another compound)	7	17	-0.4	-0.1
COCc1cc(C2SCC(=O)Nc3c2c(=O)[nH]n3C2CCCCCC2)ccc1OC (centres undefined)	-25	4	-0.4	-0.3
O=c1[nH]c(O)c(C=Nc2ccccc2[N+](=O)[O-])c(=O)[nH]1	3	1	2.4	-0.7
Other records follow:
SMILES	MITF primary	TEAD-YAP inh	GPR151 ag	FBW7 act
Fc1ccc2c(c1)ncn2C1CCN(CC2COc3ccccc3O2)CC1 (centres undefined)	-8	8	0.5	-0.3
CCOP(=O)(OCC)C(N)c1ccc(Cl)cc1 (centres undefined)	-4	0	-1.5	0.4
Cn1ccnc1C1(O)CC2CCC(C1)N2CC(=O)Nc1ccc(N2CCOCC2)cc1 (centres undefined)	9	4	-1.1	0.1
CN1/C(=C2\C=NN(C)P2(=S)N2CCOCC2)C(C)(C)c2ccccc21 (centres undefined)	9	10	1.4	0.3
CCCCC/C=C\C/C=C\C/C=C\C/C=C\CCCC(N)=O	-7	.	-2.3	.
Cn1cccc1CNCCc1ccc(F)cc1	-7	11	0.6	0.1
CC1CN=C(NCc2ccncc2)S1 (centres undefined)	8	6	-1.5	0.2
CN(C)C(=O)Nc1cccc(OC(=O)N(C)C)c1	17	6	-0.3	0.0
CCN1CCN(c2ccc(C(N)=O)cc2[N+](=O)[O-])CC1	-1	-9	2.3	-0.1
C=CCN1C(=O)NC(=O)/C(=C/c2ccc(F)cc2)C1=O	0	3	-0.1	-0.1
COc1ccc(-n2c(C)nc3ccc(Br)cc3c2=O)cc1	14	4	0.0	0.4
CCOC(=O)c1c(NC(=O)COc2ccc(Cl)cc2)sc2c1C1CCN2CC1	-10	-11	-0.9	0.0
O=c1cccc2n1CC1CC2CN(C(=S)NCc2ccccc2)C1 (centres undefined)	-15	-2	0.2	0.0
COc1cc(OC)cc(C(=O)Nc2ccc(Cl)cc2C(=O)c2ccccc2)c1	-4	1	-0.7	0.1
COc1ccccc1N1CCN(Cc2ccc(O)cc2)CC1	44	-7	-1.7	0.0
CC1=C(C(=O)OC(C)(C)C)C2(C(=O)Nc3ccccc32)C(C#N)=C(N)O1 (centres undefined)	10	8	0.0	0.2
CC1(C)C(C(=O)Nc2cccc(Br)c2)C1(C)C	3	15	0.9	0.3
CCCCCCCCCCNCCC (tested in a mixture with another compound)	-14	-10	0.3	0.0
CCOC(=O)C1=C(C)OC(N)=C(C#N)C12C(=O)N(CC(N)=O)c1ccccc12 (centres undefined)	-27	-2	0.4	-0.1
CCOc1ccc(N2C(=O)NC(=O)/C(=C/c3ccc(O)c(O)c3)C2=O)cc1	46	12	0.4	0.1
CCC(N)C(O)c1ccc(O)c(O)c1 (centres undefined)	10	-12	-0.3	-0.3
COc1ccccc1OCC#CCN1CCOCC1	41	-9	0.0	-0.1
CC(Cc1ccccc1)[n+]1cc(N)on1 (centres undefined)	9	-36	1.2	-0.2
C=CCNC(=O)c1cn(Cc2ccccc2)cc(C(=O)N(C)CCc2ccccc2)c1=O	18	-16	-1.5	0.5
COC(=O)CC(C#N)C(/C=C(/C#N)C(=O)OC)=C\C(C#N)C(=O)OC (centres undefined)	-3	-3	0.4	-0.1
N#Cc1ccc(NC(=O)CSc2nnc(-c3c[nH]c4ccccc34)o2)cc1Cl	5	-30	-0.1	0.8
O=CNc1ccc(OP(=O)(Oc2ccccc2)Oc2ccccc2)cc1	7	11	0.6	0.0
CCCCOC(=N)c1c[nH]c2ccccc12	14	-27	0.7	0.6

Gathered by group: the compounds so far containing a COOH group
SMILES	MITF primary	TEAD-YAP inh	GPR151 ag	FBW7 act
Cc1nc2ccc(I)cc2c(=O)n1-c1ccc(C(=O)O)cc1	8	-6	1.8	-0.1
CCOC(C(=O)O)(c1ccccc1)c1ccccc1	10	2	0.9	0.2

Bioassay records as filed in PubChem.
